UTI89 phage lysis: inhibition of K1F phage lysis, E. coli UTI89, bacterial capsule biogenesis inhibitors, alamar blue (AID 488966) | E. coli UTI89 K1F phage lysis, alamar blue, 2 h; higher % means a stronger effect | 340,000 compounds, 0.02% hits | inhibition, % at 100 µM; hits with a dose series show IC50 in µM;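 active = phage lysis inhibition, versus mean bacterial control, above a set limit; inconclusive = no clear call, values can overlap the other calls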;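 note: capsule biogenesis inhibitors block K1F phage lysis so surviving cells raise fluorescence; higher fluorescence means more inhibition of phage lysis; actives were called in the ten point dose series up to 300 µM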
HIV peptide binding: inhibitors of HIV fusion peptide binding, primary screen, biochemical, uHTS, fluorescence dequenching (AID 1986) | cell-free peptide binding, fluorescence dequenching, 30 min; higher % means a stronger effect | 290,000 compounds, 0.3% hits | inhibition, % at 20 µM; hits with a dose series show IC50 in µM; in the data active = inhibition mostly above about 52%, no sharp cut-off; inactive = mostly below about 76%; note: some results filed as inactive read as strong as hits
SIAH1 antagonists: Siah-1 peptide-binding antagonists, primary screen, biochemical, fluorescence polarization, rhodamine-plectin, uHTS (AID 1817). Siah-1 / rhodamine-plectin peptide fluorescence polarization; higher % means a stronger effect. displacement, % at 20 µM, or IC50 in µM where a hit was titrated. 290,000 compounds, 0.02% hits;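 active = displacement of at least 50% at 20 µM, with a fluorescence ratio check between 0.3 and a set limit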;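 note: plate controls were Siah plus tracer with DMSO for no effect and tracer alone without Siah for full effect; strong numbers were not always called active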
GPR55 LPI antagonism: GPR55 antagonists blocking LPI-driven arrestin recruitment, primary screen, imaging, U2OS, beta-arrestin-GFP, LPI agonist (AID 2013); one-dose inhibition, % at 10 µM; IC50 in µM for titrated hits; G-protein coupled receptor 55 (Homo sapiens); U2OS GPR55 beta-arrestin-GFP translocation imaging, LPI antagonism; higher % means a stronger effect; 290,000 compounds, 0.13% hits;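 active = spots per cell inhibited over 60%, with over 100 cells counted and total cytoplasm intensity under 500,000; inconclusive = wells with under 100 cells, flagged as likely toxic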;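 note: U2OS cells stably carrying GPR55 and arrestin-GFP stimulated by 5 µM LPI near EC80; imaged beta-arrestin-GFP aggregate spots per cell after agonist stimulation; plate controls were LPI-stimulated DMSO wells for no effect and DMSO wells without LPI for full effect; some results filed as inactive read as strong as hits; confirmed hits need IC50 under 10 µM and bright autofluorescent wells are also inconclusive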
AID2073: inhibitors of Mint1-CaV2.2 protein interaction, biochemical, HTRF (AID 2073); Voltage-dependent N-type calcium channel subunit alpha-1B (Homo sapiens); HTRF protein-protein interaction, Mint1-CaV2.2; higher % means a stronger effect; inhibition, % at 20 µM; hits with a dose series show IC50 in µM; 290,000 compounds, 0.19% hits; in the data active = inhibition mostly above about 51%, no sharp cut-off; inconclusive = no clear call, values can overlap the other calls; inactive = mostly below about 53%; note: some results filed as inactive read as strong as hits
GPR35 arrestin U2OS: GPR35 antagonists blocking zaprinast-driven arrestin recruitment, primary screen, imaging, U2OS, beta-arrestin-GFP, zaprinast agonist (AID 2058) | G-protein coupled receptor 35 (Homo sapiens) | U2OS GPR35 beta-arrestin-GFP translocation imaging, zaprinast antagonism; higher % means a stronger effect | one-dose inhibition, % at 10 µM; IC50 in µM for titrated hits | 290,000 compounds, 0.052% hits;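 active = inhibition of at least 50% with at least 30 cells and total cytoplasm GFP at most 10,000,000; inconclusive = under 30 cells or total GFP of 10,000,000 plus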
NTR1 agonist: agonists of NTR1, primary screen, imaging, U2OS cells, beta-arrestin-GFP, high content (AID 493036); NTR1-U2OS beta-arrestin-GFP spot imaging, agonist mode; Neurotensin receptor type 1 (Homo sapiens), P30989; 330,000 compounds, 0.17% hits; activation, % at 20 µM;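 active = activation at or above 40% of the spot to cytoplasm intensity ratio, with at least 20 cells analyzed; inconclusive = wells under 20 cells, flagged as cytotoxic or low count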;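 note: 0% = DMSO without peptide and 100% = 100 nM NTR1 peptide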
Target sequence (P30989 whole entry, looked up): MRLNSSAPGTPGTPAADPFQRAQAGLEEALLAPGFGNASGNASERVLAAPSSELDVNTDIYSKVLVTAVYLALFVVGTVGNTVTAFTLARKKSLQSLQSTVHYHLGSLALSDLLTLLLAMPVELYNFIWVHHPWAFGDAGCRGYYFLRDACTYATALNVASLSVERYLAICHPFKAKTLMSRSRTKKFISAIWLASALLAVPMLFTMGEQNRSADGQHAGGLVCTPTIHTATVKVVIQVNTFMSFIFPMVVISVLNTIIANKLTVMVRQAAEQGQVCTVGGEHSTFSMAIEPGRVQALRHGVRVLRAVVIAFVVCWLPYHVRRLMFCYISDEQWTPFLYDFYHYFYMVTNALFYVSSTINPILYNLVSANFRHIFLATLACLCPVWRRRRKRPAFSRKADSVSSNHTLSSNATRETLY
Dengue-2 NS5 capping: Dengue-2 NS5 methyltransferase inhibitors, primary screen, biochemical, confirmation dose response (AID 588689). Genome polyprotein (Dengue virus type 2 (strain 16681-PDK53)). Dengue-2 NS5 methyltransferase capping enzyme assay, biochemical; higher % means a stronger effect. inhibition, % at 25 µM, or IC50 in µM where a hit was titrated. 340,000 compounds, 0.3% hits; in the data active = a potency from the dose series; inconclusive = inhibition above about 29% without an active follow-up result
GPR55 beta-arrestin: GPR55 agonists via beta-arrestin recruitment, primary screen, imaging, U2OS cells, beta-arrestin-GFP redistribution (AID 1961); G-protein coupled receptor 55 (Homo sapiens); U2OS GPR55 beta-arrestin-GFP redistribution imaging; higher % means a stronger effect; activation, % at 10 µM; hits with a dose series show EC50 in µM; 290,000 compounds, 0.048% hits;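 active = activation above 40% with more than 50 cells counted in the well; inconclusive = wells holding fewer than 50 cells, flagged as toxic or sparse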;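 note: U2OS osteosarcoma cells stably expressing GPR55 and beta-arrestin-GFP; plate controls were DMSO negative control for no effect and LPI positive control for full effect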
NTR1 agonist cell count 20 µM: further read-out of NTR1 agonist, marked with its call; cell count; measured here: cell count, cytotoxicity flag
Numbers without * were called inactive; i = inactive; ? = inconclusive; / = not tested or not shown; [ ] = another dose, or the depositor's remark.

Structure	UTI89 phage lysis	HIV peptide binding	SIAH1 antagonists	GPR55 LPI antagonism	AID2073	GPR35 arrestin U2OS	NTR1 agonist	NTR1 agonist cell count 20 µM	Dengue-2 NS5 capping	GPR55 beta-arrestin
C#CCOCCOCCOCCNc1nc(N2CCN(C(=O)[C@H]([C@@H](C)CC)n3cc([C@@H](N)CC(C)C)nn3)CC2)nc(N2CCN(C(=O)[C@H](Cc3ccc(O)cc3)n3cc([C@@H](N)C(C)CC)nn3)CC2)n1 (some centres not stated)	0.0%	-1.7%	4.4%	7.1%	22.5%	4.1%	-5.0	61	1.6%	0.1%
O=C(c1n[nH]c(=O)c2ccccc12)N1CCN(c2ccc(F)cc2)CC1	2.8%	1.0%	-0.5%	-9.1%	10.1%	24.4%	0.6	45	3.2%	-0.2%
Cc1cccc(OCc2nnc(SCC(=O)Nc3ncc(C)s3)o2)c1	0.1%	3.1%	-1.6%	-10.7%	-1.8%	4.0%	-2.3	112	0.0%	-0.1%
N#Cc1ccc(CSc2nnc(-c3ccccc3)n2Cc2ccco2)cc1	-0.4%	116.3%	-0.2%	-3.8%	-5.0%	11.3%	1.5	55	4.8%	-0.1%
Cc1cc(NCc2cccnc2)no1	-0.1%	-0.7%	-3.8%	-6.4%	14.5%	11.3%	-1.0	60	-5.4%	-0.1%
Cc1ccc(C(=O)N/N=C/c2c(O)ccc3ccccc23)cn1	0.0%	4.1%	1.6%	-1.1%	14.1%	-9.4%	4.1	74	-59.4%	-0.1%
COC(=O)/C(=C/c1cccnc1)NC(=O)c1ccccc1	2.4%[50 µM]	3.1%	6.5%	1.9%	0.7%	-3.4%	0.5	52	-2.5%	-0.1%
CCOC(=O)c1nn(-c2cccc(Cl)c2)c2nc(Nc3ccccc3)cc(=O)n12	0.4%	-0.4%	-2.3%	9.2%	16.4%	6.6%	11.0	38	-11.1%	-0.5%
Cc1ccc(-n2ncc3c(=O)[nH]cnc32)c(C)c1	0.2%	3.1%	2.5%	9.8%	?	9.8%	-0.3	74	-5.2%	-0.2%
O=C(OCc1cccnc1)C1=Cc2ccccc2OC1	0.7%	-0.5%	4.5%	0.3%	15.5%	11.7%	0.7	47	-5.2%	0.3%
O=C(Nc1ccccc1C(=O)O)c1ccc(N2C(=O)C3CC=CCC3C2=O)cc1 (configuration not stated)	0.2%	3.9%	-7.1%	-3.0%	16.3%	9.3%	-1.1	104	-0.7%	0.0%
CCN(CC)CCNC(=O)C(=O)NCC1OCCN1S(=O)(=O)c1ccc([N+](=O)[O-])cc1 (configuration not stated)	-2.2%	-0.9%	-1.9%	-3.3%	-3.5%	4.9%	1.5	47	-8.7%	-0.4%
COc1cccc(-n2c(C)nnc2SCC(=O)Nc2ccccc2N2CCOCC2)c1	0.8%	128.5%	1.9%	-25.4%	-3.8%	31.3%	3.6	55	1.6%	-0.3%
Cc1onc(-c2c(Cl)cccc2Cl)c1C(=O)Nc1ccc2c(c1)OCO2	0.1%	-0.5%	1.8%	/	-2.5%	0.3%	1.8	53	-3.5%	-0.1%
C=CCn1c(=S)[nH]c2cc(C(=O)Nc3ccc(F)cc3)ccc2c1=O	-0.1%	-0.7%	7.4%	-4.1%	-12.1%	-1.4%	2.8	40	-12.7%	-0.1%
CC1(C)CC(=O)C2=C(C1)N=c1s/c(=C/c3ccc(F)c(F)c3)c(=O)n1C2c1ccc(F)cc1 (configuration not stated)	4.7%	2.2%	-3.2%	9.6%	24.2%	-1.8%	0.1	93	-2.2%	-0.2%
CS(=O)(=O)Nc1ccc(C(=O)NC2CCCCC2)cc1	-0.7%	-0.7%	6.2%	-0.8%	-4.5%	-0.1%	-1.3	83	0.0%	0.1%
COc1ccc(NC(=O)Nc2ccc(OCC(=O)N3CCOCC3)cc2)cc1OC	0.3%	0.0%	-3.2%	1.2%	13.9%	-12.0%	1.4	58	-4.9%	-0.2%
O=C(O)c1ccc(CNC(=O)c2ccccc2NC(=O)c2cccc([N+](=O)[O-])c2)cc1	-0.7%	4.5%	0.1%	6.8%	-0.5%	7.4%	0.8	64	0.7%	1.4%
CC(C)(C)NC(=O)Cn1c(=O)c(=O)n(Cc2ccccc2)c2ccc(Cl)cc21	0.6%[50 µM]	0.8%	6.5%	3.4%	0.0%	1.9%	-1.1	48	-7.2%	-0.3%
O=C(O)Cc1ccc(Oc2ncc(C(F)(F)F)cc2Cl)cc1	-0.2%	-0.3%	-3.8%	4.1%	-5.9%	4.1%	1.2	47	-3.3%	0.0%
Cc1cccc(N(CC(=O)NC(C)(C)C)C(=O)CNC(=O)c2cccs2)c1	0.8%	-1.1%	1.0%	0.8%	-17.0%	-0.1%	0.1	114	-7.0%	-0.1%
CC(C)(O)C#Cc1ccccc1C(=O)NC(CC(N)=O)C(=O)O (configuration not stated)	0.3%	2.6%	1.0%	6.5%	-2.2%	-3.5%	-0.6	54	-1.4%	0.2%
Cc1nc(S(=O)(=O)N2CCN(C3c4ccccc4-c4ccccc43)CC2)cn1C	/	-0.9%	5.8%	7.0%	-2.7%	6.1%	1.6	46	/	-0.2%
CCC1(CC)Cc2ccccc2-c2nc(NCCO)[nH]c(=O)c21	0.4%	-1.1%	6.6%	0.3%	25.7%	-1.0%	13.3	71	-4.1%	-0.5%
CCN(CC)Cc1ccc(NC(=O)c2sc3cc(Cl)ccc3c2Cl)cc1	1.2%	-1.2%	2.2%	-17.7%	14.1%	-1.7%	3.0	32	-7.7%	0.0%
CC(C)N(CC#CC(O)(c1ccccc1)c1ccccc1)C(C)C	-0.7%	0.2%	-1.5%	-26.4%	-12.9%	-8.6%	-0.7	62	-4.7%	1.7%
CC1CCCN(CCCOc2ccccc2-c2ccccc2)C1 (configuration not stated)	0.5%	-0.5%	7.1%	33.0%	0.1%	-19.9%	/	/	-5.8%	-0.1%
CC(C)C(c1nnnn1C1CCCC1)N1CCCCC1 (configuration not stated)	3.4%	-0.3%	-1.2%	-24.0%	-4.6%	-4.5%	-2.6	99	0.8%	-0.1%
CCOc1ccc(C(=O)Nn2cnnc2)cc1OCC	0.1%	-0.9%	2.0%	-2.4%	-12.0%	8.9%	0.6	55	-5.5%	-0.3%
COc1ccccc1-n1c(SCC(=O)Nc2ccccc2C)nc(O)cc1=O	3.5%	1.7%	-1.0%	-2.6%	-1.1%	-0.3%	-0.6	52	0.8%	0.2%
C/C(=N\NS(=O)(=O)c1ccc([N+](=O)[O-])cc1)c1ccc(NC(=O)c2ccco2)cc1	0.0%	1.9%	1.8%	2.5%	-12.0%	4.1%	0.3	67	-3.6%	-0.4%
CCN(CC)S(=O)(=O)c1ccc(Br)c(OC)c1	0.1%	-2.0%	8.9%	1.9%	-2.2%	-9.4%	-1.5	96	-10.4%	0.2%
O=C(CSc1n[nH]c(-c2ccccn2)n1)Nc1ccc(Cl)cc1	i	2.0%	-7.0%	-2.0%	11.0%	10.9%	0.3	36	-4.1%	-0.1%
CCOc1ccc(NC(=O)NC2CCCc3ccccc32)cc1 (configuration not stated)	1.5%[50 µM]	0.4%	-1.1%	9.7%	-0.4%	-0.9%	-0.5	58	-5.2%	0.0%
Cc1cnc(NC(=O)C2CCCO2)s1 (configuration not stated)	1.2%	1.4%	-0.3%	5.0%	-1.0%	-1.1%	1.1	82	-3.5%	-0.1%
Cc1ccc(Cl)cc1Nc1nc(-c2sc(NC(=O)c3ccco3)nc2C)cs1	-0.1%	-0.6%	1.7%	13.3%	6.4%	6.4%	-0.8	93	-5.7%	-0.2%
COc1ccc(CCn2c(=N)c(C(=O)NCC3CCCO3)cc3c(=O)n4cccc(C)c4nc32)cc1 (configuration not stated)	0.4%	0.3%	1.6%	-9.1%	-3.0%	6.0%	7.8	64	-10.8%	-0.1%
Cc1csc(NC(=O)NCC2CCCC(CNC(=O)Nc3nc(C)cs3)C2)n1 (configuration not stated)	-0.1%	-0.6%	-2.4%	-4.6%	-6.3%	-18.0%	-0.7	40	-14.1%	-0.1%
CC(C)CN1C=C2C(=O)C(C)(OC(=O)C3CCCC3)C(=O)C=C2C=C1c1ccsc1 (configuration not stated)	1.6%	3.4%	5.5%	-5.2%	1.7%	2.1%	3.2	89	23.1%	-0.1%
COc1ccc(CNC(=O)CSc2ccsc2[N+](=O)[O-])cc1	0.1%	0.8%	-0.7%	-1.1%	-6.0%	-1.3%	-1.1	73	4.5%	-0.5%
COc1ccccc1NS(=O)(=O)c1ccccc1C#N	-0.2%	0.4%	-3.1%	0.9%	-3.4%	-7.6%	0.4	48	-1.4%	-0.1%
COc1ccc(C(=O)/C=C\N2CCOCC2)cc1	-0.4%	3.3%	-5.7%	-0.3%	1.6%	-0.8%	-1.6	58	2.7%	-0.1%
CCOC1=C/C(=C/c2c(N)n3nc(-c4ccccc4)sc3nc2=O)C=CC1=O	/	69.3%	11.9%	12.1%	43.1%	-16.9%	-2.4	97	/	-0.1%
Cc1c(CC(=O)O)c(=O)oc2cc3oc4c(c3cc12)CCCC4	0.1%	0.8%	3.1%	4.8%	38.6%	12.8%	1.5	63	1.5%	-0.1%
COc1ccc(C(=O)O)nc1C	0.1%	0.0%	4.0%	5.7%	6.1%	1.2%	-0.9	93	-9.1%	-0.1%
O=C1C2CC=C(Cl)CC2C(=O)N1CCc1ccccc1 (configuration not stated)	4.9%	13.7%	1.5%	11.4%	1.5%	-1.2%	1.0	66	-3.2%	-0.1%
O=C(COc1ccc(Cl)cc1)NC(=S)Nc1ccccc1N1CCOCC1	0.0%	3.8%	8.4%	0.8%	11.3%	-0.2%	6.2	64	-1.3%	-0.2%

Compound activity: PubChem BioAssay, several laboratories
